Screening results (PubChem)
ELG1 repair inh: inhibitors of ELG1-dependent DNA repair in HEK293T cells; HEK293T ELG1-luciferase reporter, luminescence, 16 h; DNA damage induced by 5-fluorouridine; Potency, µM (titrated, usually from 46.1 µM), for inactives: at the highest dose activity change, negative = inhibition, actives largely listed as inhibitors; actives 2.3% (n = 330,000); note: potency is the fitted concentration of half-maximal effect; % is set by controls: 0 for no effect and ±100 for the full control effect; nearly all actives have a fitted effect of over 55% in size
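DMSO vehicle served as the neutral condition. Each well held 2,000 cells given 5-fluorouridine plus compound; after 16 hr at 37 °C/5% CO2, ONE-Glo was added and luciferase measured 30 min later.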
TRPV1 ag: agonists of human vanilloid receptor 1 (TRPV1). TRPV1-expressing cells, Fluo-8 calcium influx, agonist mode. actives 0.19% (n = 320,000). activation, % at 8.33 µM. AID 540275; in the data active = activation above about 80%; inconclusive = between about 30% and that limit; note: 0% is about no effect
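Fluo-8 calcium influx in TRPV1-expressing cells, kinetic read (ex 480/em 520 nm). Compound added and read 3 min for agonist activity, followed by capsaicin at EC20 final and 2 min further read for enhancement.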
BRCA1 expr up: increases BRCA1 expression; AID 624202; Potency, µM (titrated, usually from 46.1 µM), without a hit: at the highest dose activation, actives largely listed as activators; actives 1.1% (n = 380,000); MCF7-BRCA1-FFLuc reporter, luminescence, 48 h; response scale: scaled: vehicle 0%, 10 µM genistein 100%; note: potency is the fitted concentration of half-maximal effect; nearly all actives have a fitted effect of over 80% in size; some results filed as inactive show a strong effect at the top dose
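Activators of BRCA1 expression were detected as increased firefly luciferase luminescence in engineered MCF7 cells after 48 h compound incubation. Signals were scaled to genistein 10 microM as full activation.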
FLuc counter: counter-screen for miR-21 project: firefly luciferase inhibitors or activators; P08659; purified FLuc, Km substrates, luminescence inhibition; Potency, µM (titrated, usually from 57.5 µM), without a hit: top-dose activity change, negative = inhibition, most hits filed as inhibitors; actives 6.9% (n = 360,000); AID 588342;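 note: potency is the fitted concentration of half-maximal effect; plate controls were vehicle for no effect and reference inhibitor for full effect; nearly all actives have a fitted effect of over 55% in size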
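Purified P. pyralis luciferase, 10 nM final, with Km-level 10 uM D-luciferin and 10 uM ATP in 50 mM Tris acetate pH 7.5, 10 mM Mg acetate, 0.01% Tween-20, 0.05% BSA; 6-point qHTS titration about 60 µM downward; luminescence read.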
Tb PFK inh: T. brucei PFK enzyme inhibition; actives 0.17% (n = 330,000); Potency, µM (highest dose often 57.5 µM), without a hit: top-dose activity, negative = inhibition, most hits filed as inhibitors; T. brucei PFK, ADP-Glo luminescence; O15648;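 note: potency is the fitted concentration of half-maximal effect; 0% = uninhibited 1x PFK enzyme wells and -100% = no-enzyme wells; nearly all actives have a fitted effect of over 60% in size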
Target sequence (O15648 whole entry, looked up): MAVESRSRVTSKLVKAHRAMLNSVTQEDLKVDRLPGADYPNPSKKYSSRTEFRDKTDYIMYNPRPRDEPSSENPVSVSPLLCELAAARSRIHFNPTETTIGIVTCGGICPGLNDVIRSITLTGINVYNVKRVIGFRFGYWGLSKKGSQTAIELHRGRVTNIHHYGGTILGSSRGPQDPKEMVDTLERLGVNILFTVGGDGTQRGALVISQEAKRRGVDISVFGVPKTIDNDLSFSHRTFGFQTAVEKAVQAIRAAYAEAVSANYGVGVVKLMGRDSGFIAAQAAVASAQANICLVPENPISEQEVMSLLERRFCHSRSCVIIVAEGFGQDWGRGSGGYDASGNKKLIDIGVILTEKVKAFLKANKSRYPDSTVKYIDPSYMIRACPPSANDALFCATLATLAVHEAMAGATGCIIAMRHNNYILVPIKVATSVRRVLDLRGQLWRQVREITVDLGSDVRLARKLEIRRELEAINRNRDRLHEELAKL
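1.25 nM PFK with 0.5 mM F6P and 0.1 mM ATP in 0.1 M TEA pH 8.0, 5 mM MgCl2, incubated 45 min at room temperature; ADP measured by ADP-Glo luminescence; compounds titrated up to 57 uM.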
RORg inh: ROR gamma (mouse) transcription inhibition | actives 5.4% (n = 310,000) | P51450 | AID 2551 | Potency, µM (series often up to 53.6 µM), for the others: at the highest dose activity change, negative = inhibition, hits mostly inhibitors | Drosophila S2 Gal4-RORgamma UAS-luciferase reporter, 20 h; note: potency is the fitted concentration of half-maximal effect; % is set by controls: 0 for no effect and ±100 for the full control effect; nearly all actives have a fitted effect of over 60% in size
Target sequence (P51450 whole entry, looked up, the tested form may be a part): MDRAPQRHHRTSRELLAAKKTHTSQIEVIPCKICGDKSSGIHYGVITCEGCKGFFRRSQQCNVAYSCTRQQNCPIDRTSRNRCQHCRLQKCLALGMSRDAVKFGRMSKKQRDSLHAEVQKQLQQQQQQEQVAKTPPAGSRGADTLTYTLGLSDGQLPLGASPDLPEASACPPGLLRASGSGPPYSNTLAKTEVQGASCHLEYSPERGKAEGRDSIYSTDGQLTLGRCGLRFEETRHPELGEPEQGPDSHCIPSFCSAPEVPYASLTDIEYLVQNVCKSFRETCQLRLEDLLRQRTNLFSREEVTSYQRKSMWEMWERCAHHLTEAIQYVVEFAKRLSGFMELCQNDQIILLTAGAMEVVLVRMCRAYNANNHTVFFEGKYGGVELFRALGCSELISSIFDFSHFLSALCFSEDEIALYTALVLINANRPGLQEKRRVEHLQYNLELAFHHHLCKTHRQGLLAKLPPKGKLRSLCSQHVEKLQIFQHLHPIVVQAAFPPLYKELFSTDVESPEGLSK
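Luminescence from a UAS-regulated Photinus luciferase reporter in stably transfected Drosophila Schneider cells is measured; decreased signal marks ROR gamma inhibition. Fusion expression is induced by 700 uM copper sulfate for 20 hr.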
VP16 counter: counter-screen for ROR gamma inhibitors: Gal4-VP16 reporter; AID 2546; Potency, µM (titrated, usually from 53.6 µM), without a hit: at the highest dose activity, negative = inhibition, most hits filed as inhibitors; actives 3.5% (n = 310,000); Drosophila S2 Gal4-VP16 UAS-luciferase, luminescence, 20 h;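 note: Gal4-VP16 expression switched on by copper sulfate through the metallothionein promoter; potency is the fitted concentration of half-maximal effect; % is set by controls: 0 for no effect and ±100 for the full control effect; nearly all actives have a fitted effect of over 50% in size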
p53 reactivator: mutant p53 re-activation in reporter cells; H1299 p53-A138V BP100-luciferase reporter, luminescence, 24 h; Potency, µM (doses to about 92.2 µM), inactives show top-dose activity change, positive = activation, hits mostly activators; actives 0.063% (n = 320,000); AID 504706; note: potency is the fitted concentration of half-maximal effect; % of control where 0% means no effect; nearly all actives have a fitted effect of over 45% in size
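H1299 (p53-null), stable ts p53-A138V + BP100-Luc; 1000 cells/well, Opti-MEM/10% FBS; cpd 4 pt, 1:5; 24 h, 37 deg C, 5% CO2; detection reagent 10 min RT; luminescence.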
NPC1 promoter act: activators of NPC1 promoter. Huh7 NPC1 promoter luciferase reporter, 24 h. Potency, µM (doses to about 9.22 µM), for the others: top-dose activation, most hits filed as activators. actives 2.4% (n = 320,000). AID 485313;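 note: potency is the fitted concentration of half-maximal effect; % of control where 0% means no effect; nearly all actives have a fitted effect of over 60% in size; reporter is driven by a mutant NPC1 promoter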
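Luminescence from an NPC1 promoter-driven luciferase reporter in stably transfected Huh7 cells was measured after 24 h compound treatment at 37 °C, followed by 10 min ambient incubation with luciferase detection reagent.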
Rab9 promoter act: activates the Rab9 promoter; Huh7 Rab9 promoter-luciferase reporter, luminescence, 24 h; actives 2.8% (n = 320,000); Potency, µM (titrated, usually from 9.22 µM), inactives show at the highest dose activation, negative = inhibition, actives largely listed as activators; note: potency is the fitted concentration of half-maximal effect; % of control where 0% means no effect; nearly all actives have a fitted effect of over 60% in size
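Quantitative HTS format; Huh7 Rab9-luciferase reporter cells (1500/well) receive compound 2 h post-plating, incubate 24 h at 37 °C, then get luciferase reagent for 10 min before luminescence reading.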
ELG1 genotox: genotoxicity induction in ELG1-luciferase HEK293T cells | HEK293T ELG1-luciferase reporter, luminescence, 16 h | Potency, µM (series often up to 46 µM), inactives show at the top dose activity change, positive = activation, actives largely listed as activators | actives 1.3% (n = 330,000) | AID 504466; note: potency is the fitted concentration of half-maximal effect; % of control where 0% means no effect; nearly all actives have a fitted effect of over 60% in size
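ELG1-luciferase HEK293T cells, 2,000/well; compound pinned in; 16 hr, 37 °C, 5% CO2; ONE-Glo, 30 min RT; luminescence on CCD imager.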
Starred values were filed as active, the others as inactive; ? = inconclusive; · = no result given; [ ] = remark or other dose. Unless noted, calls come from the whole dose curve; as a rule, active = well fitted curve in the direction sought with a large enough effect; inconclusive = small, poorly fitted or top-dose-only effect, or another doubt; inactive = no such curve, though single readings can be large; an effect the other way counts as inactive or inconclusive.

Every second line gives: BRCA1 expr up | FLuc counter | ELG1 repair inh | Rab9 promoter act | ELG1 genotox | TRPV1 ag | p53 reactivator | NPC1 promoter act | Tb PFK inh | RORg inh | VP16 counter
> CCOC(=O)c1cc(NC(=O)Nc2ccc(Br)cc2)c(C)nc1C
    -28% | 6% | -14% | -3% | -3% | 2 | -4% | -4% | -4% | 34% | -1%
> CCOC(=O)c1ccc(CNC(=O)C2CCC(=O)N(Cc3cccc(OC)c3)C2)o1 (stereo not given)
    -5% | 5% | -1% | -7% | 5% | -2 | 12% | 2% | -6% | 3% | 1%
> COc1ccc(-c2cc3nc(C)c(CCC(=O)NC(C)CCc4ccco4)c(C)n3n2)c(OC)c1 (stereo not given)
    5% | 1% | ? | -2% | -10% | -1 | 0% | -4% | 1% | ? | -8%
> O=c1[nH]c2ccc(NC(=S)NCc3ccccc3)cc2[nH]1
    2% | 7% | 16% | 0% | -1% | -2 | 2% | 2% | 3% | 5% | 0%
> Cc1cc(F)ccc1NS(=O)(=O)c1c(C(=O)N2CCOCC2)c(C)n(C)c1C
    19% | 0% | -5% | 4% | 0% | -2 | 5% | -4% | 0% | -8% | -15%
> O=C(CCN1C(=O)[C@@H]2Cc3ccccc3CN2C1=O)NCc1ccc(Cl)cc1
    13% | 1% | 1% | -2% | -5% | 2 | -3% | -2% | 1% | -1% | -6%
> COc1ccc(CCNC(=O)Cn2nc(C)n3nc(-c4ccccc4)cc3c2=O)cc1OC
    8% | 1% | 7% | 1% | 0% | 2 | 1% | -3% | 0% | -6% | -3%
> COc1ccc(CC(=O)NCCS(=O)(=O)N2CCN(c3ccccc3OC)CC2)cc1
    -38% | -1% | ? | -17% | -8% | 10 | -6% | -1% | -13% | · | ·
> CCCn1c(=O)[nH]c(=O)c2c1nc(-c1cc([N+](=O)[O-])ccc1Cl)n2CCOC
    -4% | 0% | -9% | 4% | -3% | 5 | 0% | -1% | -1% | 5% | -1%
> CCc1cccc(C)c1NC(=O)CN(C)Cc1ccc(Br)cc1
    0% | 2% | ? | 5% | -6% | ? | -4% | -3% | 0% | -21% | -7%
> O=C(NC(=S)Nc1ccccc1N1CCOCC1)c1ccc(-c2cc(Cl)ccc2Cl)o1
    -14% | 5% | -20% | 2% | -8% | -7 | -1% | 0% | -7% | 0.89µM* | 2.5µM*
> O=C(Nc1ccc2c(c1)OCO2)C1CCN(Cc2cc3c(cc2O)OCO3)CC1
    -31% | 0% | -4% | 1% | -1% | ? | -1% | 1% | 2% | 2% | 10%
> CCn1nc(CC(C)C)cc1C(=O)N1CCCC(Nc2ccc(OC)cc2)C1 (stereo not given)
    1% | 2% | -5% | -4% | -3% | ? | -12% | -1% | 0% | 8% | -8%
> NC(=S)Nc1ccc2cc[nH]c2c1
    -29% | -7% | 3% | -6% | 0% | -6 | -1% | -2% | -1% | 5% | 0%
> CCC(=O)NNc1ncnc2c1cnn2-c1cccc(C)c1
    -4% | -11% | 1% | -2% | 5% | 1 | 1% | 1% | 3% | ? | -10%

Next part:
Every second line gives: BRCA1 expr up | FLuc counter | ELG1 repair inh | Rab9 promoter act | ELG1 genotox | TRPV1 ag | p53 reactivator | NPC1 promoter act | Tb PFK inh | RORg inh | VP16 counter
> COC(=O)c1ccccc1NC(=O)COC(=O)c1ccc(C)c(NC(=O)c2ccco2)c1
    -4% | -2% | ? | -1% | -10% | 0 | -4% | -3% | 0% | -1% | -3%
> O=S(=O)(c1cccc2ccccc12)N1CCCCC1
    -14% | 3% | 7% | 0% | 1% | -4 | · | 1% | 1% | · | ·
> CCn1cc(C(=O)NCc2ccccc2Cl)cn1
    23% | -14% | -4% | 3% | 0% | -8 | -1% | -2% | 0% | 9% | -24%
> C#CCn1c(=NC(=O)CSC(C)=O)sc2cc(F)ccc21
    -3% | -1% | 10% | -1% | -2% | 3 | 1% | -1% | 3% | 2.5µM* | -29%
> CCCCn1c(N)c(N(CCC(C)C)C(=O)CN2C(=O)C3CCCCC3C2=O)c(=O)[nH]c1=O (stereo not given)
    -1% | 4% | 8% | 0% | 2% | -2 | 24% | -2% | -1% | 1% | -1%
> Cc1cc(=O)nc2c3ccccc3n(CC(=O)NC(C)c3ccc4c(c3)OCCO4)n12 (stereo not given)
    -2% | -1% | 14% | 3% | -2%[9.26 µM] | -4 | 0% | -1% | -2% | 3% | -8%
> Cc1ccnc(SCc2cc(=O)c(OC(=O)c3ccccc3)co2)n1
    8% | ? | 2% | -5% | -6% | 2 | 0% | -5% | 1% | -10% | -4%
> CCCC(=O)N1CCN(c2ccc(NC(=S)NC(=O)CC)cc2)CC1
    -16% | 2% | -11% | -1% | 0% | -6 | 0% | -4% | -7% | ? | -8%
> COc1ccccc1N(CC(=O)NC1CCCC1)S(=O)(=O)c1cccc(C(F)(F)F)c1
    -21% | 2% | 6% | -1% | -1% | ? | 2% | -4% | 25% | · | ·
> CCC(Cc1ccccc1)NCc1c(C(=O)O)c(C)n(Cc2ccccc2)c1C (stereo not given)
    -4% | -2% | ? | -8% | -6% | 2 | -3% | 0% | -2% | 3% | -13%
> Cc1c(C(=O)OC2CCC(C)CC2)[nH]c2c1C(=O)CCC2 (stereo not given)
    ? | 4.3µM* | ? | 0.45µM* | 2.6µM* | ? | · | 0.5µM* | 4% | 0% | 20%
> COc1ccc(N2CCN(C(c3ccccc3OC)c3nnnn3C3CCCC3)CC2)cc1 (stereo not given)
    -36% | 3% | -15% | 1% | -12% | 4 | 12% | 0% | -1% | 0% | -2%
> COc1ccc(NCC(=O)N/N=C2\CCCC(C)C2)cc1 (stereo not given)
    4% | 0% | -8% | 1% | 0% | -2 | -4% | -1% | 4% | -16% | -5%
> CC1(C)NC(=O)N(CC(=O)N2CCN(c3cccc(Cl)c3)CC2)C1=O
    0% | -1% | -2% | -1% | 1% | 1 | -6% | -1% | -21% | · | ·
> CCC(C)c1ccc(NC(=O)COc2c(F)c(F)c(C(F)(F)F)c(F)c2F)cc1 (stereo not given)
    -41% | -1% | 8% | 8% | 0% | -1 | 52% | -2% | -6% | ? | ?

(cont.)
Every second line gives: BRCA1 expr up | FLuc counter | ELG1 repair inh | Rab9 promoter act | ELG1 genotox | TRPV1 ag | p53 reactivator | NPC1 promoter act | Tb PFK inh | RORg inh | VP16 counter
> CC(C)NC(=O)CN1CCC(c2nc3ccccc3[nH]2)CC1
    -3% | 3% | -1% | 2% | 2% | -3 | 0% | -2% | 2% | -15% | -5%
> C/C(O)=C(\N=Nc1cc(C)ccc1O)C(N)=O
    -30% | ? | 4% | 4% | 0% | 1 | 2% | 21% | -3% | ? | -9%
> C#CCn1c(=NC(=O)c2cc(Cl)sc2Cl)sc2cc(S(N)(=O)=O)ccc21
    -13% | 5% | -10% | -4% | 2% | -3 | -4% | -5% | -1% | 43% | -21%
> Cn1c(SCc2nc3ccccc3c(=O)[nH]2)nnc1-c1ccco1
    6% | 9% | 10% | -7% | 2% | 0 | 6% | -5% | 6% | -11% | -3%
> O=C(O)c1ccccc1C(=O)NCCc1c(C(=O)O)[nH]c2ccc(Cl)cc12
    0% | -1% | 2% | -5% | 0% | -1 | 3% | -1% | -2% | 11% | 0%
> COc1cccc(Cn2cc(/C=N/NC(=O)c3cc(O)cc(O)c3)c3ccccc32)c1
    -38% | 27µM* | 0% | -3% | -2% | -6 | -2% | 5% | -7% | -1% | -3%
> CC(=O)Nc1ccccc1-c1nc2ccc(C(=O)N3CCN(c4cc(C)ccc4C)CC3)cc2[nH]c1=O
    3% | 8% | ? | 4% | -5% | -1 | -6% | -3% | 1% | 11% | 3%
> NNC(=O)c1ccc(Cl)cc1Cl
    5% | 2% | 2% | -1% | 0% | 0 | 0% | -3% | -5% | -14% | 22%
> Cc1nc(N)sc1Cc1ccc2c(c1)OCO2
    1% | -9% | 13% | 11% | 0% | -2 | -1% | 0% | -3% | 17% | 2%
> O=C(Nc1ccccc1)Nc1nnc(-c2cccs2)s1
    97% | -10% | ? | ? | 15% | -2 | ? | ? | -3% | ? | -3%
> Cc1ccc(S(=O)(=O)NNC(=O)Nc2cccc(C)c2C)c(C)c1
    -9% | -1% | -13% | 0% | 5% | 2 | -4% | 1% | 1% | -13% | -5%
> CN(C(=O)c1ccco1)c1nc(-c2ccc(Cl)cc2)cs1
    10µM* | 6µM* | 0% | 3.2µM* | 14% | 24 | 22% | ? | -4% | ? | 28%
